# hgDAF12 agonist = activates the H. glycines DAF-12 receptor ligand-binding domain; hit rate 1.8% among 370,000; activation, % at 6.8 µM; HEK293 GAL4-hgDAF12 UAS-luciferase reporter, agonist luminescence; normalized to butyrate control;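 active = activation above a cutoff set at the mean of all screened compounds plus 3 SD, cut at about 10% in these data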;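 note: 0% = DMSO wells and 100% = sodium butyrate wells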
# ssDAF-12 act = activators of S. stercoralis DAF-12 nuclear receptor | AID 652126 | HEK293 ssDAF-12/GRIP1 lit1-tk-luc reporter, luminescence; % of 3 µM dafachronic acid response | hit rate 1% among 370,000 | activation, % at 6.8 µM;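 active = activation above the mean over all tested compounds plus 3 SD, cut at about 0.9% in these data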;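 note: 0% = DMSO-only wells and 100% = 3 µM delta7-dafachronic acid wells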
# NR1D1 modulator = modulates human Rev-erb alpha binding to DNA; Rev-erbα–FITC-DNA binding, fluorescence polarization, 90 min; activity, % at 10 µM; hit rate 0.79% among 370,000; AID 1259318;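 active = activity above about 14%, limit read from the data; passing the limit was not always enough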;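 note: 0% = DMSO wells with 35 nM protein and 100% = DMSO wells with 750 nM protein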
# PLC-beta3 inh = blocks human PLC-beta3 enzyme activity; hit rate 0.18% among 370,000; Purified PLC-beta3, fluorogenic substrate, fluorescence; Q01970; inhibition, % at 12.2 µM; in the data active = inhibition above about 11%;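 note: 0% = median of compound wells on plate and 100% = full blocker control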
# hcDAF-12 act = H. contortus DAF-12 activation, primary screen; HEK293 hcDAF-12 lit1-tk-luc reporter, luminescence; 0% DMSO, 100% Δ7-dafachronic acid; activation, % at 6.8 µM; hit rate 1.4% among 370,000; AID 652067;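 active = activation above the mean of all tested compounds plus 3 SD, cut at about 5.5% in these data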;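 note: 100% = response to 3 µM Δ7-dafachronic acid high control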
# SMARCA2 activ = increases SMARCA2 function in MMTV reporter cells; MG213 cells, MMTV-luciferase reporter, dexamethasone, overnight; activation, % at 9.1 µM; hit rate 1% among 370,000; in the data active = activation above about 7.8%;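 note: 0% = vehicle wells and 100% = reference activator wells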
# PLCg1 inh = PLC-gamma1 (human) inhibition, primary screen; P19174; hit rate 0.84% among 370,000; inhibition, % at 12.2 µM; purified PLC-gamma1, fluorogenic substrate, fluorescence; in the data active = inhibition above about 9.5%
# Target sequence (P19174 whole entry, looked up): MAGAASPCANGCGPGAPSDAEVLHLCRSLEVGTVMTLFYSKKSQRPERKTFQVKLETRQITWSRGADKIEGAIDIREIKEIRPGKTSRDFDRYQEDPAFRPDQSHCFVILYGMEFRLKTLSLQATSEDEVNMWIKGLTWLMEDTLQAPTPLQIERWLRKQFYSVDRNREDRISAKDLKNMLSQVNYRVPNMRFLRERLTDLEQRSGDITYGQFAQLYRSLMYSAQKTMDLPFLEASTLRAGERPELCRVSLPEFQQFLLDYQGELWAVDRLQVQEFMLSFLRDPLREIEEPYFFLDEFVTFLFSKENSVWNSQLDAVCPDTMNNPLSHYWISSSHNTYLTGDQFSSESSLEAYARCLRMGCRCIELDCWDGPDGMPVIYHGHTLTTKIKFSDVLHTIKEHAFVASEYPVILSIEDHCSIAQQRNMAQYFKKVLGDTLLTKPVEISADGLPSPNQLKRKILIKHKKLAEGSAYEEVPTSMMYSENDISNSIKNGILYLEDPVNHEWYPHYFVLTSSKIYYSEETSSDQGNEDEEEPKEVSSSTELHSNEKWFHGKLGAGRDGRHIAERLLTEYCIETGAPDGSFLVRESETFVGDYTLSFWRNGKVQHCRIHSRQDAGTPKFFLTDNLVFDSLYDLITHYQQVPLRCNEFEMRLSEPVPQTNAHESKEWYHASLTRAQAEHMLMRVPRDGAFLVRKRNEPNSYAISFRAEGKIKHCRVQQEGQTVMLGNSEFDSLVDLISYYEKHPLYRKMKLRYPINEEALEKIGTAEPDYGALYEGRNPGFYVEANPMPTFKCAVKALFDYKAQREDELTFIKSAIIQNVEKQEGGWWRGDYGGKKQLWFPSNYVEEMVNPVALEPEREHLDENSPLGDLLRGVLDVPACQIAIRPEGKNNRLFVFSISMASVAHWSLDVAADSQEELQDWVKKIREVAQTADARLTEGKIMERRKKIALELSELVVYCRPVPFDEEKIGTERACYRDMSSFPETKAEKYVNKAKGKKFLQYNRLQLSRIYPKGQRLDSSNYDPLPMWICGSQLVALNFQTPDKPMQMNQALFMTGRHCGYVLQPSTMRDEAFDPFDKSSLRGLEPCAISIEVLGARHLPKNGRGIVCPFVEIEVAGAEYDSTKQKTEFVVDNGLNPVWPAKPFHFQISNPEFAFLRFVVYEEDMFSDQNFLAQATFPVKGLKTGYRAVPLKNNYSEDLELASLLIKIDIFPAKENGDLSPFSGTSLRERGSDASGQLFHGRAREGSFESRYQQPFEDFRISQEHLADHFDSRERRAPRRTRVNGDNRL
# ADAM17 inh = inhibits human ADAM17. P78536. recombinant ADAM17, EDANS/DABCYL FRET peptide cleavage. inhibition, % at 6.95 µM. hit rate 0.83% among 370,000. AID 720648;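 active = inhibition above the mean of compounds lying between control limits plus 3 SD, set per campaign, cut at about 8.5% in these data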;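 note: 0% = DMSO-only wells as the low control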
# MBD2 inh = MBD2-methylated oligo binding inhibition. TR-FRET, MBD2 binding to methylated oligonucleotide. inhibition, % at 4.4 µM. Q9UBB5. AID 686964. hit rate 0.31% among 370,000; in the data active = inhibition above about 13%
# DAX1 inh-1 = inhibits human nuclear receptor DAX1 | P51843 | hit rate 0.99% among 340,000 | HEK293 Gal4-DAX1 luciferase reporter, luminescence | AID 504766 | inhibition, % at 6.75 µM;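 active = inhibition above the mean over all tested compounds plus 3 SD, cut at about 4.2% in these data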;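 note: 0% = DAX1-transfected cells with DMSO and 100% = empty-vector control cells with DMSO; inhibition shows as a rise in luminescence from relieved DAX1 repression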
# DAX1 inh-2 = DAX1 (NR0B1) inhibition, primary screen; inhibition, % at 6.8 µM; hit rate 1.1% among 370,000; HEK293T StAR-luciferase reporter, SF-1/DAX-1 repression relief; AID 652010;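 active = inhibition above the mean over all tested compounds plus 3 SD, cut at about 3.6% in these data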;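 note: 0% = DAX-1 cells with DMSO and 100% = cells lacking DAX-1 with DMSO; higher inhibition means more luminescence from relief of DAX-1 repression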
# The depositor's hits bear a star; i = inactive; · = no result given.
# Values run as follows: hgDAF12 agonist	ssDAF-12 act	NR1D1 modulator	PLC-beta3 inh	hcDAF-12 act	SMARCA2 activ	PLCg1 inh	ADAM17 inh	MBD2 inh	DAX1 inh-1	DAX1 inh-2
C[C@]12CCC3C(CC[C@@H]4C[C@@H](O)CC[C@]34C)C1CC[C@@H]2O (stereo partly drawn)
→ 0.3	-1.6	-6	-3	0.7	-4	0	3	-2	-0.5	0.2
CCOC(=O)CC1=C(C(=O)OCC)C2(C(=O)N1)C(C(=O)OC)=C(N)Oc1ccccc12 (stereo not drawn)
→ 1.3	-0.2	1	1	2.5	2	-1	1	-1	-0.3	-0.3
Cc1cccc(OCC(=O)N2CCN(Cc3ccc([N+](=O)[O-])cc3)CC2)c1
→ -0.7	-2.5	-1	-6	-0.9	-5	-1	-4	0	0.7	-0.9
CN1CCN(c2ccccc2N)CC1
→ -1.4	-0.6	0	-3	0.6	-2	1	3	-6	0.5	0.6
COc1ccc(C2CN(C)CC2C(=O)c2ccc(C)cc2)cc1Cl (stereo not drawn)
→ -1.3	-1.9	1	-5	2.0	0	1	-3	-3	0.5	1.5
CCC(C)NS(=O)(=O)c1ccc(OCC(=O)N2CCN(CC)CC2)cc1 (stereo not drawn)
→ 2.2	-1.1	2	0	0.3	-3	1	-5	4	-0.8	0.0
COc1ccccc1CN1CCN(Cc2ccc(Cl)cc2)CC1
→ 0.0	-1.3	4	3	-1.4	0	3	0	-1	-0.9	0.0
O=Cc1cn(Cc2c(F)cccc2Cl)nc1-c1ccccc1
→ 1.0	0.0	2	-6	0.7	4	0	2	-6	-0.1	0.5
OC1/C(=C/c2ccc(C(F)(F)F)cc2)N2CCC1CC2 (stereo not drawn)
→ 2.1	-1.2	·	-3	-0.4	6	1	0	-4	2.7	-0.2
CC(=O)OC1C2CCC1C(N1CCCCC1)CC2 (stereo not drawn)
→ -3.2	-0.9	-11	5	-1.1	-8	5	0	0	0.7	0.2
Cc1nc2ccccc2c(=O)n1-c1nccs1
→ 5.7	-0.5	-5	-13	1.7	-2	-4	6	3	·	0.7
O=C(Cn1cc(C(=O)c2ccccc2)c2ccccc21)NCc1ccco1
→ -0.7	-1.2	-1	-7	-0.7	-5	-1	2	1	0.5	-0.9
O=C(c1cccs1)N1CCC(C(=O)O)(c2ccccc2)CC1
→ -1.0	-1.1	0	0	1.3	-4	4	-4	-7	0.4	0.1
C[C@]12CCC3C(CC[C@H]4C[C@H](O)CC[C@]34C)C1C[C@@H](O)[C@H]2O (stereo partly drawn)
→ -2.8	-0.7	0	-1	-0.2	-5	-1	-5	6	·	-0.4
COCc1cc(OC(=O)N(C)C)nc2c1c(C)nn2C
→ -0.5	-0.9	4	-13	0.6	-4	-4	-19	-4	3.2	-0.4
COC(=O)C1=C(c2ccc(C(C)=O)cc2)C[C@@H]2CC[C@H]1N2C(=O)NCc1ccco1
→ 0.1	-0.7	0	-5	-1.2	-1	-4	-5	4	-0.1	-0.4
CN1C(=O)NC(=O)/C(=C/c2ccc(C(=O)O)cc2)C1=O
→ 1.1	-0.4	-2	-5	-1.5	-4	5	6	-1	1.4	0.7
COc1cc(/C=C/c2nc3ccccc3c(=O)n2-c2ccccc2O)ccc1O
→ -3.1	-0.8	1	i	-2.3	-3	i	-19	1	-1.2	-0.8
CCCC1COC(Cn2cncn2)(c2ccc(Cl)cc2Cl)O1 (stereo not drawn)
→ 0.9	-1.6	0	0	-1.9	1	1	-2	-2	-0.8	-0.5
Cc1c(C(c2ccc(F)cc2)c2c(O)c3ccccc3oc2=O)c(=O)n(-c2ccccc2)n1C (stereo not drawn)
→ -3.5	-1.2	4	-6	-1.6	-2	-1	4	0	1.6	-0.2
COc1ccc(C(CC(C)=O)c2c(O)c3ccccc3oc2=O)cc1OC (stereo not drawn)
→ -1.0	-0.8	7	-1	-1.2	-3	-1	-5	5	1.4	-0.6
CC(=C1C(=O)c2ccccc2C1=O)N1CCN(CCN=Cc2c(O)n(C)c(=O)n(C)c2=O)CC1
→ -2.1	-0.4	3	0	-0.3	-3	6	3	-3	-1.4	-0.1
O=C1c2ccccc2-n2nncc2C2c3cc(Br)ccc3CCN12 (stereo not drawn)
→ -2.7	-0.8	-6	1	-1.3	0	-2	-1	-1	·	-1.0
Cc1nc2cc(-c3cccc(F)c3)nn2c(C)c1CCC(=O)N1CCC2(CC1)OCCO2
→ -4.6	-2.9	1	-26	-3.9	-3	-14	-1	-2	-0.3	-0.8
COC(=O)C1=C(c2ccccc2)C[C@@H]2CC[C@H]1N2C
→ 0.7	-1.3	10	6	-0.1	0	4	-1	-1	2.7	-0.7
CC(C)(C)C(=O)c1cn(Cc2ccccc2)c2ccccc12
→ -4.0	-1.6	5	-3	-0.4	-2	3	2	-4	2.0	0.4
Cc1cccc(C)c1-n1nnnc1C(C1CC1)N1CCC(n2c(=O)[nH]c3ccccc32)CC1 (stereo not drawn)
→ -1.5	-1.7	-2	5	-1.1	0	3	-1	-3	·	1.8
CSCCC(c1nnnn1C1CCCCC1)N1CCC(n2c(=O)[nH]c3ccccc32)CC1 (stereo not drawn)
→ -4.0	-1.3	5	6	-3.3	-5	5	6	-3	·	-2.8
O=C(COc1ccc(Cl)cc1)N(c1ccc(Cl)cc1)C1CN2CCC1CC2 (stereo not drawn)
→ 2.7	-1.0	2	-8	-1.6	-2	-1	-3	0	2.3	-0.2
CCN(CC)S(=O)(=O)c1ccc(C(=O)NC2CN3CCC2CC3)cc1 (stereo not drawn)
→ 1.1	-0.9	0	-1	-1.7	2	5	-2	6	0.6	0.3
BrCCc1ccccc1
→ -1.0	-1.4	-4	-5	-1.0	-6	1	-4	8	0.0	0.4
CC1CN=C(Nc2cccc3ccccc23)S1 (stereo not drawn)
→ 4.4	-0.9	0	5	-0.9	-5	4	1	10	0.6	0.3
O=C(N1CCCCCC1)N1CC1
→ 1.9	-1.4	-6	-10	1.0	-3	-2	-4	2	1.1	-0.4
COC(=O)C1=C(c2ccc(F)cc2F)C[C@@H]2CC[C@H]1N2C(=O)N1CCC(C)CC1
→ -3.4	-1.6	0	-15	-1.3	0	-14	-6	2	-1.0	-0.8
COc1ccc2c3c1OC1C(=O)CC[C@@]4(O)[C@@H](C2)N(C)CC[C@]314 (stereo partly drawn)
→ -5.0	-0.1	4	2	0.5	1	0	-2	0	0.2	1.7
Cc1ccsc1C(=O)C1CCCN(Cc2cccc(OCCO)c2)C1 (stereo not drawn)
→ 0.4	-1.3	-2	1	0.9	-3	9	1	7	-0.1	0.1
CO[C@H]1C=CCCC=CC(=O)O[C@H]([C@H](C)C(=O)CCCC2CC(=O)NC(=O)C2)C(C)=C[C@@H](C)[C@@H]1O
→ -1.6	-0.4	-3	-1	-1.7	-2	0	-1	3	·	-0.1
CCOc1cc2c(cc1OCC)-n1cccc1C(c1cccc(OCC)c1O)NC2 (stereo not drawn)
→ -2.4	-1.0	-5	-1	-2.9	-1	0	-1	3	-1.5	-1.0
CC(=O)N1N=C(c2cccnc2)OC1c1ccccc1Cl (stereo not drawn)
→ 0.2	-1.5	-6	-9	-2.1	-2	2	-2	-3	2.2	-0.2
COc1ccc(NC(=O)c2cn(CCC#N)nc2-c2cccc(Br)c2)cc1
→ -2.7	-1.8	0	0	2.1	4	5	1	2	2.2	-0.3
COc1ccc(-[n+]2c(-c3ccccc3)cc(-c3ccc(C)cc3)cc2-c2ccccc2)cc1
→ -12	-2.8	5	-97	-7.2	-8	-73	-6	3	-5.0	-1.5
O=C(Nc1ccc(Cl)cc1C(=O)c1ccccc1Cl)c1ccco1
→ -0.1	-0.8	3	3	0.4	2	5	1	-2	0.5	0.0
CSCCC(c1nnnn1Cc1ccccc1)N1CCC2(CC1)C(=O)NCN2c1ccccc1 (stereo not drawn)
→ 1.2	-1.4	8	1	-1.8	-4	11*	11*	-10	·	-2.5
CC(C)C(CN1CCC(C)(c2cccc(O)c2)[C@@H](C)C1)NC(=O)C1Cc2ccc(O)cc2CN1 (stereo partly drawn)
→ 4.1	-0.8	-3	1	-0.3	2	-1	-2	-1	·	0.2
CCOc1ccc(NC(=O)c2c(C)nn(Cc3ccccc3)c2Cl)cc1
→ 0.6	0.3	1	1	-1.7	2	-1	-4	4	-1.0	0.9
COc1cccc(-n2c(-c3ccoc3)nc3ccccc3c2=O)c1
→ 0.7	0.1	-1	2	-1.3	1	-1	-5	4	-2.6	-0.6
Clc1ccc(Cn2ccnc2)cn1
→ 0.2	-1.6	-1	-5	-0.5	-5	0	0	-1	2.0	0.1
CC(=O)Nc1ccc(OC(=O)N(C)C)cc1
→ 1.0	-1.2	1	4	-0.6	-2	0	-3	-5	0.1	0.8
Cc1cccc(OCC(=O)N2CCN(Cc3cccnc3)CC2)c1
→ -1.5	-1.3	0	-7	-0.4	3	2	-4	3	0.1	1.4
COC(=O)C1=C(c2ccc(OC)c(OC)c2)C[C@@H]2CC[C@H]1N2C(=O)N1CCc2cc(OC)c(OC)cc2C1
→ -1.6	-1.5	1	-4	-2.9	-1	-4	-3	-5	-0.2	-0.5

# (continued)
# Values run as follows: hgDAF12 agonist	ssDAF-12 act	NR1D1 modulator	PLC-beta3 inh	hcDAF-12 act	SMARCA2 activ	PLCg1 inh	ADAM17 inh	MBD2 inh	DAX1 inh-1	DAX1 inh-2
O=C(N/N=C/c1c(O)n(C2CCCCC2)c(=S)[nH]c1=O)c1ccccc1O
→ -0.2	-1.4	1	-71	-1.1	-1	-35	-8	3	0.8	0.2
CCCN1CCC2(CC1)NC(CO)(CO)CO2
→ 0.9	-1.4	-4	-2	0.1	2	-2	-4	4	-0.2	0.8
COC(=O)C1=C(c2ccc(F)cc2OCc2ccccc2)C[C@@H]2CC[C@H]1N2C(=O)NCCN1CCOCC1
→ -2.0	-1.2	1	0	-1.2	0	0	-3	2	-0.2	0.2
c1ccc(CN2CCc3nc4ccccc4cc3C2)cc1
→ 12*	-0.7	6	-8	0.9	3	0	4	-3	2.0	0.1
Nc1ccc(Br)cc1C(=O)c1ccccc1
→ -4.3	-1.4	5	-1	0.5	-2	-1	1	1	-0.1	-0.9
N#Cc1ccc2nc(-c3ccc(CN4CCC(n5c(=O)[nH]c6ccccc65)CC4)cc3)c(-c3ccccc3)nc2c1
→ -7.2	-2.3	-1	-14	-4.0	-2	-10	-3	0	·	-6.1
O[C@H]1C2CCC1C(N1CCCCC1)CC2 (stereo partly drawn)
→ -1.3	-0.9	-2	3	-1.2	0	0	-7	-2	0.0	0.5
O=C(COc1ccc2c3c(c(=O)oc2c1)CCC3)N1C[C@H]2C[C@@H](C1)c1cccc(=O)n1C2
→ 1.8	-1.0	0	-6	1.6	-1	-1	-28	5	2.1	-1.6
CCN1CCN(Cc2cc(Br)cc(OC)c2O)CC1
→ 0.8	-0.8	0	2	-1.2	-1	2	-1	-3	-1.3	1.1
Cn1c(=O)oc(=O)c2ccccc21
→ -1.4	-1.2	2	-183	-2.5	3	-128	-209	0	0.0	-1.6
CC(C)(Cl)[N+](=O)[O-]
→ 1.1	-0.7	1	-2	0.6	-4	0	-3	-1	-0.3	1.4

# Assay outcomes as filed in PubChem BioAssay.

# Only part of the results is shown (hit frequency here may not be typical).
